Source: PubChem BioAssay (several laboratories)
PPC-1+TRAIL kill – compounds killing PPC-1 cancer cells with TRAIL present (potentiator screen, no TRAIL-free arm). PPC-1 cells + TRAIL, ATPLite viability luminescence. 220,000 tested, 0.41% active. cell killing (% activity), % at 4 µM;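 active = cell killing above 50% in the first pass at 4 µM, then a duplicate retest at 5 µM averaging 50% or more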;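 note: plate controls were cells with TRAIL plus DMSO for no effect and medium-only wells lacking cells for full effect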
TRPML3 ag – human mucolipin-3 channel agonism; HEK293 TRPML3-YFP, Fluo-8 calcium fluorescence; 100% = the carbachol control signal; activation, % at 3 µM; 220,000 tested, 0.29% active;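 active = activation above its plate's cutoff, the mean activation of the plate's test wells plus 3 SD, cut at about 12% in these data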;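 note: 0% = DMSO only wells and 100% = carbachol wells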
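Test system: TRPML3-YFP stable HEK293 cells. Doses: single point at 3 µM. Incubation: dye loading 1 h 37 °C then 30 min ambient, 125 s read. Signal: Fluo-8 calcium dye fluorescence, ex 470-495, em 515-575 nm. Measure: percent activation from peak-to-basal fluorescence ratio, scaled between DMSO and carbachol.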
CHOP inhibitor – inhibitors of CHOP induction in ER stress response | AID 2732 | inhibition, % at 10 µM | 220,000 tested, 3.8% active | CHO-K1 CHOP-promoter luciferase, tunicamycin-induced, 15-18 h;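 active = compounds that reduced the stress-induced luciferase reporter signal by more than about 70% of percent inhibition, limit read from the data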;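 note: 0% = tunicamycin plus vehicle and 100% = wells without tunicamycin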
Mdm2 ligase inh – blocks human Mdm2 ubiquitin ligase activity | Q00987 | cell-based MDM2 ubiquitination luciferase reporter, 2 h; 0 = plate control, 100 = twice control, blank-subtracted | signal enhancement, % at 5 µM | 210,000 tested, 0.11% active | AID 1230;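 active = signal enhancement of 30% or more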;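 note: luminescence tracks abundance of the self-degrading MDM2-luciferase fusion protein; higher signal means inhibition of MDM2 E3 ligase activity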
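Assay system: stable mammalian line carrying autodegrading MDM2–luciferase fusion reporter; Input: 2000 cells in each well; Compound dosing: single-point 5 µM; Schedule: 2 h compound exposure at 37 °C; Signal: SteadyLite luciferase luminescence after 15 min room-temperature reagent incubation; Evaluation: % luminescence enhancement versus blank-corrected plate control mean; Benchmarks: plate controls and plate blanks.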
p47phox inh – blocks human p47phox regulatory protein of NADPH oxidases; P14598; 220,000 tested, 0.53% active; p47phox/p22phox peptide binding, fluorescence polarization, 2 h; inhibition, % at 24.7 µM;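 active = inhibition above about 30%, limit read from the data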;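 note: 0% = p47phox with labelled peptide and 100% = labelled peptide alone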
Runt-SMMHC FRET – inhibitors of human RUNX1 Runt domain binding to CBFb-SMMHC. Q01196+Q13951. inhibition, % at 20 µM. Cerulean-Runt/Venus-CBFb-SMMHC FRET ratio 530/480, 1 h. AID 1434. 220,000 tested, 0.74% active;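 active = mean inhibition across duplicate retests at 20 µM reaching about 50%, limit read from the data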;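 note: 0% = DMSO wells and 100% = wells with excess untagged CBFb-SMMHC; inhibitors lower the FRET ratio by blocking Runt binding to CBFb-SMMHC; some results filed as inactive read as strong as hits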
Target sequence (Q01196 whole entry, looked up, the tested form may be a part): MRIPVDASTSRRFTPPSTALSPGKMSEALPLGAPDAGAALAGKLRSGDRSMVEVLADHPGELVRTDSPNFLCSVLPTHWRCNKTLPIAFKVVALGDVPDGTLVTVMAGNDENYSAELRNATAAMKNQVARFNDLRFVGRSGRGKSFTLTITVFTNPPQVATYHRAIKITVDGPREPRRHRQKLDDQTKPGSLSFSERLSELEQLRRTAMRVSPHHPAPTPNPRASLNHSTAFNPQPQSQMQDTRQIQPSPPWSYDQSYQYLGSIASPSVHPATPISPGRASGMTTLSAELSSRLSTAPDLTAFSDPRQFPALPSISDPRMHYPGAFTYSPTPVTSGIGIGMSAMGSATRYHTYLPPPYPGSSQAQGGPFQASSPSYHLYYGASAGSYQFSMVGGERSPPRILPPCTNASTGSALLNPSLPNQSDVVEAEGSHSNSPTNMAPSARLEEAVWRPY
Target sequence (Q13951 whole entry, looked up, the tested form may be a part): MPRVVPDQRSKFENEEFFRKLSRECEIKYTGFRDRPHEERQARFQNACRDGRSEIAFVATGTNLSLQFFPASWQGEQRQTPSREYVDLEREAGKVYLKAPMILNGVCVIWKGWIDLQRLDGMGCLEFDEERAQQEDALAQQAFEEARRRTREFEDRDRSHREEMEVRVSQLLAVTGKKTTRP
EBV gp42 inh – EBV gp42 inhibition. Fluorescence polarization binding assay, mP read-out. 220,000 tested, 0.42% active. inhibition, % (tested at 21.74 µM). AID 1085. Q1HVG2; in the data active = inhibition above about 50%
Target sequence (Q1HVG2 whole entry, looked up): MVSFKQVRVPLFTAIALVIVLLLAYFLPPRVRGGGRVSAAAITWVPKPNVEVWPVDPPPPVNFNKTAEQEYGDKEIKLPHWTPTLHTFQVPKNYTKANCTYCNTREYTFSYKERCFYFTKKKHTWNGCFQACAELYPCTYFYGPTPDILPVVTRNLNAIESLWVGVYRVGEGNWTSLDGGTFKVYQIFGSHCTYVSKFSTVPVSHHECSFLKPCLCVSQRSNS
TNF necrop inh – inhibitors of TNF-alpha induced necroptosis in Jurkat FADD-/- cells. Jurkat FADD-/- TNF necroptosis rescue, ATP luminescence, 24 h; 0 = TNF only, 100 = no-TNF cells. activation (protection from cell death), % at 10 µM. 220,000 tested, 0.068% active. AID 463075;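 active = activation, meaning protection from cell death, of at least 50% relative to plate controls; inactive = activation below 50%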;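 note: necroptosis triggered by 40 ng/mL TNF-alpha added together with compound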
TRPN1 ag – zebrafish TRPN1 (NompC) channel agonism. HEK293 zebrafish TRPN1-YFP, Fluo-8 calcium fluorescence; 100% = response to 87 µM carbachol. activation, % at 3 µM. 220,000 tested, 0.18% active. AID 1424;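 active = activation above its plate's cutoff, the mean activation of test wells on that plate plus 3 SD, cut at about 19% in these data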;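 note: 0% = DMSO alone and 100% = 87 µM carbachol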
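Material: zebrafish TRPN1-YFP in HEK293 cells. Doses: one dose of 3 µM, 0.3% DMSO. Incubation: dye 1 h 37 °C plus 30 min RT. Measured by: intracellular calcium fluorescence with Fluo-8.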
Numbers without * were called inactive.

CCOC(=O)N1CCN(C(=O)c2ccc3c(=O)n(-c4ccc(F)cc4)c(=S)[nH]c3c2)CC1 was read as PPC-1+TRAIL kill -4, TRPML3 ag 0.2, CHOP inhibitor 9, Mdm2 ligase inh -13, p47phox inh -4, Runt-SMMHC FRET 2, EBV gp42 inh -9, TNF necrop inh -0.3 and TRPN1 ag -0.8.
O=C(CC12CC3CC(CC(C3)C1)C2)NCCN1CCOCC1 was read as PPC-1+TRAIL kill 16, TRPML3 ag 1.4, CHOP inhibitor 41, Mdm2 ligase inh -6, p47phox inh -3, Runt-SMMHC FRET -3, EBV gp42 inh -13, TNF necrop inh 0.8 and TRPN1 ag 0.2.
Screening Cc1ccc(-c2csc3ncnc(SCC(=O)c4ccc5c(c4)OCCO5)c23)cc1 returned PPC-1+TRAIL kill 0, TRPML3 ag 0.7, CHOP inhibitor 23, Mdm2 ligase inh 2, p47phox inh -23, Runt-SMMHC FRET 1, EBV gp42 inh -31, TNF necrop inh -8.2 and TRPN1 ag -0.2.
`Cc1cccc(N(Cc2ccccc2F)S(C)(=O)=O)c1` gave PPC-1+TRAIL kill -14, TRPML3 ag -0.2, CHOP inhibitor -4, Mdm2 ligase inh 8, p47phox inh -6, Runt-SMMHC FRET -2, EBV gp42 inh 9, TNF necrop inh 4.5 and TRPN1 ag -1.5.
CN(NC(=O)c1c(Cl)cccc1Cl)c1cccc(Cl)n1 was read as PPC-1+TRAIL kill 4, TRPML3 ag 0.1, CHOP inhibitor 7, Mdm2 ligase inh -9, p47phox inh -7, Runt-SMMHC FRET -2, EBV gp42 inh 0, TNF necrop inh -0.2 and TRPN1 ag -1.6.
Screening Cc1ccc(C(=O)OCC(=O)NCCC2=CCCCC2)cc1N returned PPC-1+TRAIL kill -20, TRPML3 ag 0.0, CHOP inhibitor 16, Mdm2 ligase inh -8, p47phox inh -11, Runt-SMMHC FRET 1, EBV gp42 inh -9, TNF necrop inh 1.3 and TRPN1 ag -0.6.
Screening Cc1cccc(NC(=S)NC2CC3CCCC(C2)N3CC(C)C)c1 (configuration not stated) returned PPC-1+TRAIL kill -6, TRPML3 ag 1.1, CHOP inhibitor 9, Mdm2 ligase inh -20, p47phox inh 0, Runt-SMMHC FRET -1, EBV gp42 inh -5, TNF necrop inh -7.2 and TRPN1 ag 0.4.
Cc1ccc(S(=O)(=O)N2CCCCC2)cc1NC(=O)COC(=O)Cc1cccc(C(F)(F)F)c1 was read as PPC-1+TRAIL kill 21, TRPML3 ag -0.8, CHOP inhibitor 16, Mdm2 ligase inh -2, p47phox inh -12, Runt-SMMHC FRET 1, EBV gp42 inh -1, TNF necrop inh -5.0 and TRPN1 ag 0.5.
O=C(O)c1cccc(NC(=S)NC(=O)c2ccncc2)c1 was read as PPC-1+TRAIL kill 17, TRPML3 ag 0.8, CHOP inhibitor 3, Mdm2 ligase inh -12, p47phox inh 6, Runt-SMMHC FRET 3, EBV gp42 inh -6, TNF necrop inh 0.3 and TRPN1 ag 0.4.
Screening O=c1[nH]c(CN2CCOCC2)nc2cc(Cl)ccc12 returned PPC-1+TRAIL kill 8, TRPML3 ag 1.2, CHOP inhibitor -10, Mdm2 ligase inh -27, p47phox inh -1, Runt-SMMHC FRET 2, EBV gp42 inh 6, TNF necrop inh -0.4 and TRPN1 ag 1.2.
Screening Cn1nnnc1SCc1csc(C2C(C#N)=C(N)OC3=C2C(=O)CCC3)c1 (configuration not stated) returned PPC-1+TRAIL kill 1, TRPML3 ag 0.7, CHOP inhibitor 6, Mdm2 ligase inh -16, p47phox inh 0, Runt-SMMHC FRET 2, EBV gp42 inh -3, TNF necrop inh 2.9 and TRPN1 ag 0.5.
For Cc1ccc(C2=NN(C(=O)CCC(=O)O)C(c3cccs3)C2)cc1 (configuration not stated) the results were PPC-1+TRAIL kill -4, TRPML3 ag 0.9, CHOP inhibitor -25, Mdm2 ligase inh -17, p47phox inh -13, Runt-SMMHC FRET -3, EBV gp42 inh -16, TNF necrop inh 0.0 and TRPN1 ag 0.0.
Nc1nc(N)nc(-c2ccccc2O)n1 was read as PPC-1+TRAIL kill 9, TRPML3 ag 0.7, CHOP inhibitor 28, Mdm2 ligase inh -30, p47phox inh -1, Runt-SMMHC FRET 0, EBV gp42 inh -3, TNF necrop inh 7.2 and TRPN1 ag 0.2.
`COc1ccc(Cc2nnc(-c3ccc(F)cc3)o2)cc1OC` gave PPC-1+TRAIL kill 2, TRPML3 ag 1.8, CHOP inhibitor -2, Mdm2 ligase inh -17, p47phox inh -3, Runt-SMMHC FRET 2, EBV gp42 inh 1, TNF necrop inh 1.5 and TRPN1 ag 2.2.
`COc1ccc(NS(=O)(=O)c2ccc(OCC(=O)N3CCOCC3)cc2)cc1` gave PPC-1+TRAIL kill 7, TRPML3 ag 1.7, CHOP inhibitor -13, Mdm2 ligase inh -9, p47phox inh -6, Runt-SMMHC FRET -1, EBV gp42 inh -6, TNF necrop inh -1.3 and TRPN1 ag 2.1.
`COc1ccccc1OCC(=O)N/N=C1/SCC(=O)N1Cc1ccccc1` gave PPC-1+TRAIL kill 13, TRPML3 ag 0.0, CHOP inhibitor 21, Mdm2 ligase inh -16, p47phox inh -1, Runt-SMMHC FRET -3, EBV gp42 inh -27, TNF necrop inh -0.8 and TRPN1 ag -0.3.
For O=C(Nc1ccccc1O)c1cc(S(=O)(=O)N2CCOCC2)ccc1Cl the results were PPC-1+TRAIL kill 10, TRPML3 ag -0.1, CHOP inhibitor 36, Mdm2 ligase inh 10, p47phox inh -16, Runt-SMMHC FRET -15, EBV gp42 inh -13, TNF necrop inh 0.9 and TRPN1 ag 1.0.
`COc1cccc(OC)c1C(=O)NC(=S)NNC(=O)[C@H]1C[C@@H]1c1ccccc1` gave PPC-1+TRAIL kill 16, TRPML3 ag 3.3, CHOP inhibitor 31, Mdm2 ligase inh -13, p47phox inh -14, Runt-SMMHC FRET 2, EBV gp42 inh -6, TNF necrop inh -2.0 and TRPN1 ag 0.7.
For CCOc1ccccc1NC(=O)C1CCCN(C(=O)NCc2ccccc2)C1 (configuration not stated) the results were PPC-1+TRAIL kill 4, TRPML3 ag -1.0, CHOP inhibitor 4, Mdm2 ligase inh -9, p47phox inh -8, Runt-SMMHC FRET -1, EBV gp42 inh -19, TNF necrop inh 2.0 and TRPN1 ag -1.3.
`COc1ccc(C(=O)Nc2c(-c3cccs3)c(=O)c3ccccc3n2C)cc1` gave PPC-1+TRAIL kill 0, TRPML3 ag 0.6, CHOP inhibitor 7, Mdm2 ligase inh -5, p47phox inh -1, Runt-SMMHC FRET 4, EBV gp42 inh -6, TNF necrop inh -0.5 and TRPN1 ag 1.1.
O=C(NCCc1ccc(F)cc1)Nc1ccc2c(c1)OCO2 was read as PPC-1+TRAIL kill -13, TRPML3 ag -0.3, CHOP inhibitor 15, Mdm2 ligase inh -22, p47phox inh 5, Runt-SMMHC FRET 4, EBV gp42 inh 1, TNF necrop inh 2.8 and TRPN1 ag -0.9.
Screening CCNC(=O)C(=O)NCC1OCCCN1S(=O)(=O)c1cccs1 (configuration not stated) returned PPC-1+TRAIL kill -10, TRPML3 ag 0.7, CHOP inhibitor -7, p47phox inh -7, Runt-SMMHC FRET 4, EBV gp42 inh -23, TNF necrop inh 2.0 and TRPN1 ag 0.6.
For CC(=O)Nc1ccc(N(C)S(C)(=O)=O)cc1 the results were PPC-1+TRAIL kill 26, TRPML3 ag 1.3, CHOP inhibitor -22, Mdm2 ligase inh -2, p47phox inh -7, Runt-SMMHC FRET -2, EBV gp42 inh -20, TNF necrop inh 1.4 and TRPN1 ag -0.1.
Screening CC(C)C(OC(=O)c1cccs1)C(=O)NCc1ccco1 (configuration not stated) returned PPC-1+TRAIL kill 11, TRPML3 ag -0.4, CHOP inhibitor 35, Mdm2 ligase inh 0, p47phox inh -4, Runt-SMMHC FRET 1, EBV gp42 inh -15, TNF necrop inh -2.2 and TRPN1 ag 0.2.
`O=C(Nc1nnc(-c2ccncc2)s1)C1CCCO1` (configuration not stated) gave PPC-1+TRAIL kill 4, TRPML3 ag 0.8, CHOP inhibitor -6, Mdm2 ligase inh -24, p47phox inh -1, Runt-SMMHC FRET -3, EBV gp42 inh -11, TNF necrop inh -1.4 and TRPN1 ag 0.9.
Screening O=C1NC(c2cccs2)Nc2ccccc21 (configuration not stated) returned PPC-1+TRAIL kill -13, TRPML3 ag 0.9, CHOP inhibitor 19, Mdm2 ligase inh -9, p47phox inh -11, Runt-SMMHC FRET 8, EBV gp42 inh -18, TNF necrop inh 0.9 and TRPN1 ag 3.4.
Screening Cc1nn(C)cc1C(N)=O returned PPC-1+TRAIL kill 2, TRPML3 ag 0.8, CHOP inhibitor -16, Mdm2 ligase inh 5, p47phox inh -13, Runt-SMMHC FRET 0, EBV gp42 inh -10, TNF necrop inh -1.8 and TRPN1 ag 0.6.
`COc1ccccc1/C=C/C=N/NC(=O)CCn1nnc2ccccc21` gave PPC-1+TRAIL kill 14, TRPML3 ag -0.6, CHOP inhibitor -2, Mdm2 ligase inh -6, p47phox inh -26, Runt-SMMHC FRET 1, EBV gp42 inh -14, TNF necrop inh 2.7 and TRPN1 ag -0.1.
CCC(=NCCN1CCNCC1)C1=C(O)CC(C)(C)CC1=O was read as PPC-1+TRAIL kill 12, TRPML3 ag 0.8, CHOP inhibitor 66, Mdm2 ligase inh -5, p47phox inh 3, Runt-SMMHC FRET -6, EBV gp42 inh -4, TNF necrop inh 0.3 and TRPN1 ag 1.6.
`COc1ccc2c(c1)c1nc3ccccc3nc1n2CCn1c(=O)oc2ccccc21` gave PPC-1+TRAIL kill 7, TRPML3 ag -0.3, CHOP inhibitor 95*, Mdm2 ligase inh -1, p47phox inh -3, Runt-SMMHC FRET -20, EBV gp42 inh -1, TNF necrop inh -3.4 and TRPN1 ag -2.3.
For Cc1cc(C)c2cc(CN(Cc3nnnn3Cc3ccc(F)cc3)C3CCCC3)c(=O)[nH]c2c1 the results were PPC-1+TRAIL kill 18, TRPML3 ag -0.5, CHOP inhibitor 9, Mdm2 ligase inh -8, p47phox inh 0, Runt-SMMHC FRET -11, EBV gp42 inh -12, TNF necrop inh -1.2 and TRPN1 ag -0.6.
Cc1ccc(C(=O)CC(=O)COc2ccc(Cl)cc2)cc1 was read as PPC-1+TRAIL kill 9, TRPML3 ag 0.9, CHOP inhibitor 93*, Mdm2 ligase inh -2, p47phox inh -5, Runt-SMMHC FRET 0, EBV gp42 inh -18, TNF necrop inh 1.8 and TRPN1 ag 0.1.
